# Compound activity: PubChem BioAssay, several laboratories
# PMI activator = activators of human PMI, primary screen, biochemical, fluorescence intensity, near-Km mannose 6-phosphate. purified human PMI, coupled resazurin fluorescence, 20 min; active compounds read high; 1 = vehicle control, 0 substrate-free wells. activation factor at 20 µM. 190,000 tested, 0.005% active. AID 1214, 2008;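 active means activation factor of 2 or more at 20 µM, relative to plate controls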
# Target sequence (P34949 whole entry, looked up): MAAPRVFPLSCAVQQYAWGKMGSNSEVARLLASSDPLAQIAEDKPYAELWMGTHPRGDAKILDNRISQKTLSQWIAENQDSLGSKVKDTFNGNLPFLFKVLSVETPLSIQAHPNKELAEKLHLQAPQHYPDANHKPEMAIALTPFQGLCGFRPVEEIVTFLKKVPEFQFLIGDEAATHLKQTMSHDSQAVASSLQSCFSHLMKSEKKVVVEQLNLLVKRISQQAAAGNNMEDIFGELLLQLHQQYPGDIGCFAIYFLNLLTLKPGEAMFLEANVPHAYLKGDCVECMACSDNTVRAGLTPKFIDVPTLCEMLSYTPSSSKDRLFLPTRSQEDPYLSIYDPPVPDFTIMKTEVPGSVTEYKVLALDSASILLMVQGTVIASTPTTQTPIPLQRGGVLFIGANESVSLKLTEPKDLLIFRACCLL
# S1P3 antagonist = S1P3 receptor antagonists, primary screen, cell-based; CHO S1P3 NFAT-BLA reporter, FRET fluorescence, antagonist mode; inhibition, % at 4.98 µM; 170,000 tested, 0.27% active; AID 485, 2006;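 active means inhibition above the plate cutoff, the mean inhibition of test wells on that plate plus 3 SD, cut at about 28% in these data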;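 further: cells challenged with S1P at its EC80 of 0.8 µM; blue over green emission ratio from cleaved BLA substrate after 4 h stimulation; 0% = S1P-stimulated wells and 100% = unstimulated DMSO-only wells; some compounds past the cut are filed as inactive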
# Target sequence (Q99500 whole entry, looked up): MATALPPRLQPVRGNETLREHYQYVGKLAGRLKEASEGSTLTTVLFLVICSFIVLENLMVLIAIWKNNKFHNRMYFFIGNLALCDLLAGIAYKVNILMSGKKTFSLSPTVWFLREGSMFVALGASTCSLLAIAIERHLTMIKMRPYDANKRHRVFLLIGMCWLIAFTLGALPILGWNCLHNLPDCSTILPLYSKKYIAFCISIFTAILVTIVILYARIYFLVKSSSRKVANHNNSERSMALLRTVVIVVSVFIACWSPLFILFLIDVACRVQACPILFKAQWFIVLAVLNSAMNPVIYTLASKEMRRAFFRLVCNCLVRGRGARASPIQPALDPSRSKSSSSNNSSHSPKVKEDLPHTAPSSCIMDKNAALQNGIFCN
# TNAP inh noacc = human TNAP enzyme inhibitors, primary screen, biochemical, luminescent, no phosphate acceptor, uHTS; purified TNAP, CDP-star luminescence, 30 min; inhibition, % at 20 µM; 200,000 tested, 0.26% active; AID 1012, 2008;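 active means tissue-nonspecific alkaline phosphatase inhibition above about 50% at 20 µM in the single-dose screen, limit read from the data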;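 further: 0% = DMSO negative control and 100% = EDTA positive control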
# Efa HMGR inh = inhibitors of E. faecalis class II HMGR, primary screen, biochemical, Enterococcus faecalis; HMG-CoA reductase (Enterococcus faecalis, mvaE); purified E. faecalis HMGR, NADPH absorbance 340 nm kinetic; inhibition, % at 10 µM; 190,000 tested, 0.41% active;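 active means inhibition above a set limit, the median over all tested compounds plus 3 SD, cut at about 9.5% in these data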;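 further: enzyme runs in reverse so mevalonate oxidation gives rising NADPH absorbance; 0% = complete reaction with DMSO and 100% = background rate lacking mevalonate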
# Hsp70 act = Hsp70 transcriptional activators, primary screen, cell-based, HeLa, Hsp70 promoter luciferase, luminescence, 10 µM. HeLa Hsp70 promoter luciferase reporter; scaled: vehicle 0, proteasome-inhibitor control 100%. activation, % at 10 µM. 200,000 tested, 0.04% active. AID 1203, 2008;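 active means activation above the mean across all tested compounds plus 3 SD, cutoff set per campaign, cut at about 5.5% in these data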;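 further: 100% = MG132 at 30 µM as the positive control and 0% = DMSO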
# PMI act hi M6P = human PMI activators, high substrate, primary screen, biochemical, fluorescence intensity, near-saturating mannose 6-phosphate; Mannose-6-phosphate isomerase (Homo sapiens), P34949; coupled PMI enzyme assay, resazurin fluorescence, 20 min; active compounds read high; 1 = untreated enzyme, 0 = substrate-free blank; activation factor at 20 µM; 190,000 tested, 0.34% active;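 active means activation factor of 2 or more at 20 µM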
#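 assay system = human phosphomannose isomerase with PGI, G6PDH, diaphorase coupling enzymes | quantity = 15 ng/mL PMI | incubation = enzyme reaction with compound 20 min at room temperature | medium = HEPES pH 7.4 buffer with MgCl2 and Tween-20 | compound dosing = one concentration, 20 µM, in 1% DMSO | measured by = Diaphorase-driven resazurin-to-resorufin fluorescence, excitation 544, emission 590 nm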
# DTT redox prof = compounds producing H2O2 with reducing agent – biochemical, NIH compound library profiling, artefact control for MLSCN library redox annotation, primary screen; DTT-dependent redox cycling H2O2, phenol red/HRP absorbance; 100% = 100 µM peroxide control, 0% = buffer; activation, % at 10 µM; 200,000 tested, 0.03% active; AID 878, 2007;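 active means activation of at least 50% relative to the plate's high and low controls in the primary single-dose screen; inactive means activation below 50%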;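 further: compound incubated with DTT at 0.8 mM final as the reducing agent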
# TNAP inh hiacc = human TNAP enzyme inhibitors, primary screen, biochemical, luminescent, high phosphate acceptor level, uHTS; purified TNAP, CDP-star luminescence, 1 M DEA; Alkaline phosphatase, tissue-nonspecific isozyme (Homo sapiens), P05186; AID 1135, 2008; inhibition, % at 20 µM; 200,000 tested, 0.03% active;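 active means over 50% inhibition of tissue-nonspecific alkaline phosphatase at 20 µM in the single-dose screen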;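 further: plate controls were DMSO wells for no effect and EDTA-quenched wells as full inhibition for full effect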
# L major viab = Leishmania major promastigote growth inhibition, primary screen. Leishmania major promastigotes, resazurin fluorescence viability. inhibition, % at 10 µM. 200,000 tested, 9% active; in the data active means inhibition above about 50%;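 further: promastigotes grown with compound for 44 hours at 28 °C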
# RAM inhibit = inhibitors of the yeast RAM network, primary screen, dse1pr::URA3 reporter, 5-FOA selection; 190,000 tested, 1.8% active; AID 868, 2007; S. cerevisiae dse1pr::URA3 reporter, 5-FOA growth OD615, 2 d; analog-sensitive cbk1-as2 kinase mutant strain; inhibition, % at 50 µM;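 active means inhibition above a set limit, 3 SD over mean compound inhibition, cut at about 8.4% in these data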;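 further: 0% = DMSO-only wells with no growth and 100% = 10 µM 1-NA-PP1 full growth; inhibition rescues growth on 5-FOA so higher OD means more RAM inhibition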
# Numbers without * were called inactive; . = not tested or not shown.
Structure,PMI activator,S1P3 antagonist,TNAP inh noacc,Efa HMGR inh,Hsp70 act,PMI act hi M6P,DTT redox prof,TNAP inh hiacc,L major viab,RAM inhibit
CC(C)c1ccc(NS(=O)(=O)c2cn(C)c(=O)n(C)c2=O)cc1,0.9,-11,-8,2,-0.1,0.9,-0.2,-1,-6,0.1
CCOC(=O)N1CCN(S(=O)(=O)c2ccc(C(=O)NNc3nc4c(C)cc(C)cc4s3)cc2)CC1,1.1,-1,-16,-3,0.2,1.3,0.0,-6,88*,3.0
CSc1nncc(/C(C)=N\Nc2ccccc2C)n1,1.8,.,-5,-3,-0.2,2.2*,0.3,7,-3,2.5
O=C(NC(=S)N1CCN(c2ccccn2)CC1)c1ccco1,1,-17,-7,2,-0.2,1,-0.7,-7,-10,-0.4
CCC(CCC(=O)Nc1ccc(S(N)(=O)=O)cc1)C(=O)O (stereo unspecified),0.8,.,-2,1,0.1,0.8,-4.3,3,-9,1.1
Cc1ccc(-c2[nH]ncc2/C=C(\C#N)C(=O)NC2CCCCC2)cc1,1.1,.,2,0,-0.4,1.1,-5.2,-9,35,1.5
O=c1c(-c2ccco2)[n+]([O-])c2ccccc2n1OCc1ccccn1,0.8,-4,-5,-3,-0.5,0.9,0.7,4,-1,0.4
COc1ccc(N2CCN(C(=O)c3ccc4c(=O)n(CC5CCCO5)c(=O)[nH]c4c3)CC2)cc1 (stereo unspecified),1.1,-1,-2,-5,-0.2,1,-0.5,-8,12,5.2
Clc1ccc(SCc2cc(-c3ccc(Cl)cc3)on2)cc1,0.9,.,-4,-1,-0.1,0.8,1.8,-5,-2,4.8
Clc1ccccc1-c1nc(-c2cccnc2)no1,1,1,2,-3,-0.1,1,3.6,0,2,1.4
CCOc1ccccc1N1CCN(C(=O)c2c(C)noc2C)CC1,1,0,-11,0,0.8,1,2.2,-1,-5,0.9
Cc1nc(SCC(=O)c2c[nH]c3ccccc23)n[nH]1,0.8,-18,-3,4,0.9,0.9,-0.5,-4,-3,0.0
COc1ccc(/C=N/NC(=O)c2nc(Cl)c(Cl)c(N)c2Cl)cc1COc1ccccc1F,1.1,.,-9,-3,-0.3,0.9,-2.7,-5,0,4.2
O=C(c1ccc(S(=O)(=O)NCC2CCCO2)cc1)N1CCN(c2ccccc2)CC1 (stereo unspecified),1,-13,-12,-4,0.1,1,-1.1,-4,-7,-0.7
Cc1c(Br)c([N+](=O)[O-])nn1CC(=O)NCc1cccs1,0.9,.,-6,-3,-0.5,1,2.0,-2,0,0.7
CCOc1ccc(-c2nnc3ccc(SCC(=O)Nc4nc5ccccc5s4)nn23)cc1,0.9,9,-21,-1,-0.3,1,0.3,0,15,5.1
N#C/C(=C\c1ccc(N2CCCC2)c([N+](=O)[O-])c1)c1nc2ccccc2[nH]1,0.8,.,15,1,-0.2,0.9,-4.1,17,6,3.9
COc1ccc(C(=O)Nc2ccc(N3CCCCC3)cc2)cc1Br,1,-2,-17,-1,-0.5,0.9,-0.1,-2,52*,2.8
COc1cc(OC)cc(C(=O)N[C@H](C(=O)Nc2nc3ccccc3[nH]2)C(C)C)c1,0.8,0,-4,-3,0.8,0.8,-0.1,-3,7,4.5
CCOc1ncccc1C(=O)OCC(=O)Nc1ccc(C)c(S(=O)(=O)N2CCOCC2)c1,0.8,-7,-12,-4,-0.3,0.9,1.1,6,-1,-0.5
CN(C)CCNC(=O)C(=O)NCC1OCCN1S(=O)(=O)c1ccc([N+](=O)[O-])cc1 (stereo unspecified),1.1,-1,-5,3,-0.2,1,-0.3,-4,-2,2.9
CC(=O)Nc1ccc(C#Cc2ccc(NC(C)=O)cc2)cc1,1,.,-11,3,-0.1,1,-5.2,-3,-17,3.9
CCCCC[C@H](O)/C=C/[C@@H]1[C@@H](CCCCCCC(=O)O)[C@@H](O)C[C@H]1O,1.1,-16,-10,-1,-0.2,1.1,0.3,-2,-7,-0.4
CCNc1ccc(Br)cc(C(=O)/C=C/c2ccc(Cl)cc2)c1=O,1.1,3,11,-1,-0.3,1.2,0.6,5,84*,0.0
Cc1ccc2[nH]c(=O)c(CN(CCCN(C)C)C(=O)Nc3cccc(Cl)c3)cc2c1,1,.,7,-8,-0.2,1,0.4,-1,93*,1.4
COc1ccc(C(=O)COc2ccccc2N2C(=O)C3C4C=CC(C4)C3C2=O)cc1 (stereo unspecified),1,.,-7,-2,-0.2,1,0.1,-4,3,-0.9
COC(=O)c1ccc(NC(=O)CN2CCOCC2)cc1,1.1,19,3,-4,0.2,1.1,2.4,-6,-5,0.7
CCOC(=O)c1ccc(NC(=O)NC2CC3CCC(C2)N3Cc2nnnn2C(C)(C)C)cc1 (stereo unspecified),1,-10,-4,0,0.0,1,0.0,-9,-1,0.7
COc1ccc(C(=O)C[n+]2ccccc2/C=N/O)cc1,1,1,-6,-4,-0.1,0.7,-0.2,-3,-2,0.1
Cc1cc(C)c(S(=O)(=O)N2CCCCC2C(=O)O)c(C)c1 (stereo unspecified),0.9,7,-9,1,-0.2,1,0.4,-6,-3,-0.3
Cc1cc(=O)oc2cc(OC(C)C(=O)NCC3CCCO3)ccc12 (stereo unspecified),1,-11,-6,-1,0.1,1,-1.5,-1,-2,1.0
O=C(NCc1ccccc1)C(=O)NCC1OCCN1S(=O)(=O)c1cccs1 (stereo unspecified),0.9,-14,-3,2,-0.1,0.9,-0.1,-2,-3,4.4
BrC(/C=N/Nc1nc(N2CCOCC2)nc(N2CCOCC2)n1)=C/c1ccccc1,0.9,.,-4,2,-0.2,0.9,1.5,-4,10,-1.3
O=C(COC(=O)c1ccccc1C(=O)c1ccc(Cl)c([N+](=O)[O-])c1)NC1CC1,1,-6,-9,-2,4.1,0.9,0.0,-3,9,4.6
COc1ccc2nc(NC(=O)C3CCN(S(=O)(=O)c4cccs4)CC3)sc2c1,0.8,.,-4,-4,-0.5,0.8,-0.1,-5,43,2.1
CC(C)NC(=O)c1ccccc1NC(=O)CCS(=O)(=O)Cc1ccccc1,0.9,8,-8,-2,0.1,0.8,0.8,1,-5,2.4
COc1cc(CNC2CCCC2)cc(Br)c1OCC(=O)Nc1ccccc1C,1,5,-1,-5,-0.4,1,-0.5,-6,99*,0.3
Cc1ccc(S(=O)(=O)NC2c3cccc4cccc(c34)C2Sc2ncccn2)cc1 (stereo unspecified),0.9,-1,-13,-8,-0.4,0.9,-0.1,-3,14,3.4
CCN(CC)S(=O)(=O)c1ccc(N/N=C/c2cc(OC)ccc2O)nc1,1.1,-3,0,-8,-0.6,1.2,-0.3,5,92*,2.0
CCOc1ccc(C(=O)/C=C/c2ccc(OC)c(OC)c2)cc1,0.9,-2,-10,2,-0.1,0.9,-2.1,-4,86*,8.1
Cn1nc(C(=O)NNc2c(F)c(F)cc(F)c2F)c2ccccc2c1=O,1.1,-3,-11,-5,0.0,1.1,-0.2,-6,-7,2.2
c1ccc(SCCCCNC2CCCC2)cc1,1,0,-9,3,-0.4,1.1,0.5,-3,87*,0.5
COc1ccccc1CNC(=O)COC(=O)c1ccc(S(=O)(=O)N2CCCC2)cc1,0.9,-9,-3,-3,-0.2,0.9,3.8,0,-2,4.8
CC1CN(S(=O)(=O)N(C)C)CCN1S(=O)(=O)N(C)C (stereo unspecified),1,.,-14,0,-0.4,1.1,0.6,-3,-6,-0.5
CC1c2[nH]c3ccccc3c2CCN1S(C)(=O)=O (stereo unspecified),0.9,-35,-12,1,0.4,1,0.5,-1,2,1.5
CC(=O)Nc1cccc(NC(=O)c2cc(C)on2)c1,1.1,-12,-7,-6,-0.2,1,0.5,0,-4,-0.9
CCN(CC)c1ccc(/C=N/NC(=O)c2c[nH]c3ccccc23)cc1,0.8,-35,0,5,-0.2,0.8,0.1,1,15,1.5
O=C(CN1C(=O)COc2ccccc21)NCCCN1CCc2ccccc2C1,0.8,-51,-9,-6,-0.4,0.8,2.8,-2,25,2.5
O=C(COC(=O)Cc1cn2ccsc2n1)NCc1ccc2c(c1)OCO2,0.9,-1,0,3,-0.6,0.9,2.1,-3,-7,3.5
COC(=O)C1=C(C)N(c2ccc(C)c(C)c2)/C(=C/c2cccs2)C1=O,0.9,.,2,-1,-0.1,0.9,-1.1,8,82*,3.8

# Next part.
Structure,PMI activator,S1P3 antagonist,TNAP inh noacc,Efa HMGR inh,Hsp70 act,PMI act hi M6P,DTT redox prof,TNAP inh hiacc,L major viab,RAM inhibit
COc1ccc(Br)cc1CN(C)CC(=O)Nc1c(Cl)ccc(C)c1Cl,0.8,2,-12,-1,-0.2,0.9,0.4,-2,-3,0.4
Cc1ccc(C(=O)N/C(=C\c2ccccc2)C(=O)NCc2cccnc2)cc1,1,-16,-5,-6,-0.5,1.1,-1.6,-5,10,-0.6
CC(=O)NC(NC(=S)Nc1ccc(N=Nc2ccccc2C)cc1C)C(Cl)(Cl)Cl (stereo unspecified),1,.,1,-4,0.0,1,-3.1,3,13,4.2
Cc1ccc(N2CCN(C(=O)c3ccccc3NC(=O)c3ccccc3C(=O)O)CC2)cc1,1.3,-18,-6,-3,-0.1,1.3,-0.3,4,-4,-0.1
CCO[C@H]1OC(C(=O)N2CCN(Cc3ccc4c(c3)OCO4)CC2)=C[C@@H](c2ccc(Br)cc2)[C@@H]1CCCO,0.8,15,-8,-2,0.0,0.8,1.4,-7,44,-0.1
Cc1nc2scc(-c3ccc(C(C)C)cc3)c2c(=O)n1N,1.1,-1,-11,1,0.5,1,-1.4,-2,10,0.5
CC1=C(C(=O)N(C)CCC#N)C2(CCCCC2)OC1=O,1.1,9,-15,-5,-0.4,1.1,-1.1,-4,-7,1.5
Cn1c(=O)[nH]c(=O)c2c1nc(Sc1ncccn1)n2CCCc1ccccc1,1,.,-11,2,-0.4,1,-0.3,-5,7,1.5
CCOC(=O)c1ccc(NCc2nc3ccccc3n2C)cc1,0.9,.,-10,2,-0.2,1,2.6,-2,0,2.2
